# From PubChem
# SENP1 FRET inh: blocks the human SENP1 SUMO protease catalytic domain. inhibition, % at 10 µM. Q9P0U3. hit rate 0.21% among 360,000. recombinant SENP1 catalytic domain, CyPet-SUMO1-YPet FRET cleavage. AID 624204;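 active = inhibition at least 30% at 10 µM, raw YFP signal under a set limit, fluorescence ratio 0.5 to 1.5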;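 also: 0% = enzyme with DMSO and 100% = no enzyme wells; some results filed as inactive read as strong as hits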
#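 Assay system: hSENP1 catalytic domain, recombinant. Amount: SENP1 enzyme, 20 pM final. Schedule: 50 min reaction, RT, dark. Technique: FRET, CFP and YFP emission. Control set: no-enzyme wells low, DMSO-plus-enzyme wells high control.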
# SENP8 block-1: blocks human SENP8 cleavage of Nedd8 substrate; hit rate 0.64% among 360,000; inhibition, % at 20 µM; Q96LD8; recombinant SENP8, Nedd8 substrate fluorescence; AID 602440; in the data active = inhibition mostly above about 40%, no sharp cut-off; inactive = mostly below about 27%
# SENP6 inh: SENP6 protease inhibition | AID 2599 | inhibition, % at 10 µM | hit rate 1.8% among 330,000 | Q9GZR1 | Recombinant SENP6 catalytic domain, aminoluciferin luminescence;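 active = inhibition above about 50% at the single tested dose, limit read from the data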;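 also: plate controls were DMSO wells with enzyme for no effect and DMSO wells lacking enzyme for full effect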
# HKDC1 inhibitor: blocks human hexokinase HKDC1 activity. Q2TB90. recombinant HKDC1, G6PDH/diaphorase resazurin coupled fluorescence. inhibition, % at 20 µM. hit rate 0.16% among 340,000. AID 493160;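 active = inhibition above about 35% when tested at 20 µM, limit read from the data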;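 also: plate controls were DMSO wells with enzyme for no effect and DMSO wells lacking enzyme for full effect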
#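 Test system: recombinant HKDC1 (HK5) hexokinase enzyme, produced in-house; Amount: enzyme 5 µg/mL final; Buffer or medium: Tris pH 8.0 buffer with MgCl2, Tween-20, BSA, BME; Reagent: glucose and ATP substrates; Doses: 20 µM test compound, 1% DMSO; Incubation: 90 min reaction incubation at room temperature, dark; Detection: resorufin fluorescence at 613 nm.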
# PfG6PD inh: PfG6PD (Plasmodium falciparum) enzyme inhibition | hit rate 0.78% among 350,000 | inhibition, % at 20 µM | PfGluPho enzyme, NADPH resazurin-diaphorase fluorescence;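 active = inhibition reaching at least a set limit at 20 µM in the primary screen, cut at about 59% in these data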;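 also: 0% = DMSO wells with substrate and 100% = DMSO wells lacking glucose-6-phosphate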
# SENP7 block: SENP7 protease inhibition; recombinant SENP7, Z-RLRGG-aminoluciferin luminescence, 40 min; inhibition, % at 5 µM; hit rate 1.5% among 330,000;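 active = inhibition above about 50% at the single test dose, limit read from the data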;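 also: plate controls were DMSO with enzyme for no effect and no enzyme buffer wells for full effect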
# Apaf1 inhib: human Apaf-1 inhibition | reconstituted apoptosome caspase-3 activity, DEVD-Rh110 fluorescence | hit rate 0.71% among 330,000 | AID 489030 | inhibition, % at 20 µM | O14727; active = inhibition of at least 40% at 20 µM;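 also: plate controls were DMSO wells for no effect and DEVD-CHO caspase inhibitor wells for full effect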
# Target sequence (O14727 whole entry, looked up): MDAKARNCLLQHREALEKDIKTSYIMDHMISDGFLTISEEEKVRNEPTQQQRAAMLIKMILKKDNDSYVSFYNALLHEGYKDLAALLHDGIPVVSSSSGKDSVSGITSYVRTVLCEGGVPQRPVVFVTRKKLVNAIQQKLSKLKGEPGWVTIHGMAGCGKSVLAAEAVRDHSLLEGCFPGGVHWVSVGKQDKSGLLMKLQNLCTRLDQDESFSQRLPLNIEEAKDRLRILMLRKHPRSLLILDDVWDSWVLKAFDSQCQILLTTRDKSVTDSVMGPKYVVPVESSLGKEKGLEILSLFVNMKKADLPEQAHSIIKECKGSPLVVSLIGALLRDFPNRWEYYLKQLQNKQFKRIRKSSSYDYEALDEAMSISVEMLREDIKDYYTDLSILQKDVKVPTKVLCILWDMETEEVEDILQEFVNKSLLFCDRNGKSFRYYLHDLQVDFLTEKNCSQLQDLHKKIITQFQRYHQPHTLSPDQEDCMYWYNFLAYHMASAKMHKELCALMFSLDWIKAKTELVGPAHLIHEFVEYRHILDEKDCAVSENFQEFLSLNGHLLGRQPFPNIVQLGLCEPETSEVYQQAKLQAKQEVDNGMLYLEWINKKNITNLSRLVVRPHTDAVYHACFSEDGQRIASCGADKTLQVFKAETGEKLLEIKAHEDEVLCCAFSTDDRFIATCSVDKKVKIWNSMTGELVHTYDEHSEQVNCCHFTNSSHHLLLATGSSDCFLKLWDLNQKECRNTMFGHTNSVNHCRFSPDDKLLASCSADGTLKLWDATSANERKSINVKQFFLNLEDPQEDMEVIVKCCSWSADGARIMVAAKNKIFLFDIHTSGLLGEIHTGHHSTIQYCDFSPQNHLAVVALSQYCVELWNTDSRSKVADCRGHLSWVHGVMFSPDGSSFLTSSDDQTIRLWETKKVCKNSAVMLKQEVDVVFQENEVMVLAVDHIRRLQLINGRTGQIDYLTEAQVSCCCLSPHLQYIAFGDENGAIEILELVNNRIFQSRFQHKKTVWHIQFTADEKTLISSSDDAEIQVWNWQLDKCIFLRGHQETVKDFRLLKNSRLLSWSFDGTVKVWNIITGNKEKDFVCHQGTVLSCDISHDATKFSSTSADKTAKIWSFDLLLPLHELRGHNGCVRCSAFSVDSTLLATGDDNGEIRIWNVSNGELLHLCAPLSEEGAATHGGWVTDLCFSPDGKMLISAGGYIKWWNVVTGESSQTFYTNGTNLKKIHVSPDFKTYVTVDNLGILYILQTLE
#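 Assay system: Apoptosome proteins | Medium: pH 7.5 Hepes buffer with CHAPS, BSA, DTT | Also added: Cytochrome c and DEVD-Rh110 substrate | Times: 30 min plus 50 min, RT | Detection: Rhodamine 110 fluorescence at Ex 480/Em 540 nm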
# SENP8 block-2: SENP8 protease inhibition; Q96LD8; AID 2540; hit rate 1.2% among 330,000; purified SENP8, Z-RLRGG-aminoluciferin cleavage, luminescence; inhibition, % at 10 µM; in the data active = inhibition above about 50%
# * marks the source's active call; other numbers are inactive results; x = not tested or not shown; & = joins results of further samples.
smiles	SENP8 block-1	HKDC1 inhibitor	SENP1 FRET inh	SENP6 inh	PfG6PD inh	SENP8 block-2	SENP7 block	Apaf1 inhib
CCc1ccc(NC(=O)C(C)OC(=O)CCN2C(=O)C3CC=CCC3C2=O)cc1 (stereo not drawn)	11	-1	0	x	-5	x	x	x
COC(CNC(=O)c1cc(S(=O)(=O)N2CCc3ccccc32)ccc1F)OC	5	-2	2	13	-2	-1	8	0
COc1ccc(OC)c(-c2nc(CN3CCN(C(=O)c4ccco4)CC3)c(C)o2)c1	-138	-4	-15	2	0	0	7	4
COc1ccccc1N(C)S(=O)(=O)c1ccc(Cl)c(C(=O)N2CCC(C(N)=O)CC2)c1	5	-11	2	-10	4	-4	2	-1
COc1ccc(C(=O)NCCS(=O)(=O)NC(C)c2ccccc2)cc1 (stereo not drawn)	6	-8	2	2	13	-1	-2	-3
COc1ccc(OC)c(-n2nnnc2SCC(=O)O)c1	4	-3	4	-16	-30	3	0	-21
Cc1cc(NC(=O)c2ccc(COc3ccc(Cl)c(C)c3)o2)no1	14	-10	0	-3	-6	-2	-1	-3
COc1ccc(NC(=O)c2oc3ccccc3c2NC(=O)c2ccco2)cc1	-43	2	3	-4	18	0	-9	20
Cc1c(Cl)cnc(NC(=O)COC(=O)CCc2nc3ccccc3s2)c1Cl	11	11	3	2	-7	-6	-8	-19
CCOc1cc(C2c3c(oc4cc(C)c(Cl)cc4c3=O)C(=O)N2Cc2ccco2)ccc1O (stereo not drawn)	17	-7	3	-1	-12	1	1	19
COc1ccc(S(=O)(=O)Nc2c(C)nc3nc(C)[nH]n3c2=O)cc1	4	-6	2	6	-18	-9	-3	6
O=C(N/N=C/C=C\c1ccccc1[N+](=O)[O-])c1cc(-c2ccc3ccccc3c2)n[nH]1	13	-9	-1	x	-9	x	x	x
Cc1cc(C)n2nc(SCC(=O)N/N=C/c3cccc(Br)c3)nc2n1	5	32	1	-30	54	2	40	-1
O=C(Cn1cnc2ccccc21)OCC(=O)N1CCCCC1	0	-7	0	2	2	-10	-13	-4
Cn1c(=O)c2c(nc(N3CCN(C(=O)c4ccco4)CC3)n2CCSc2ncccn2)n(C)c1=O	21	-3	0	-9	-1	-4	9	0
COc1ccc(N(C(=O)CNC(=O)c2ccco2)C(C(=O)NCC2CCCO2)c2ccccc2)c(OC)c1 (stereo not drawn)	14	-1	0	15	-1	0	-7	-1
O=S(=O)(NCc1ccccc1)NCc1ccccc1F	21	-5	2	14	0	-6	-8	1
CCCN1CCC(=O)N([C@H](CSc2ccccc2)Cc2ccccc2)CC1	4	-1	1	-16	-9	-8	3	9
C/C(CC(=O)Nc1cc(Cl)ccc1Cl)=N\NC(=O)COc1cccc(C)c1	3	-3	2	-2	3	1	3	5
Cc1cccc(C)c1N(CC(=O)N/N=C/c1cc(Br)c(C)o1)S(C)(=O)=O	22	-2	2	6	0	-3	4	-15
CCCn1c(N)c(C(=O)CN(C)CC(=O)Nc2ccccc2C(F)(F)F)c(=O)[nH]c1=O	2	-4	0	2	-5	0	-8	0
CC(=O)c1cccc(N(C(=O)Cn2nnc3ccccc32)C(C(=O)NC2CCCCC2)c2cn(C)nc2C)c1 (stereo not drawn)	10	-11	1	-20	9	11	-15	1
Cc1cc(N)n(-c2ccc(S(=O)(=O)N3CCOCC3)cc2[N+](=O)[O-])n1	16	0	2	-12	11	-8	-8	0
CC(C)CC1NC(=O)N(CC(=O)Nc2ccc(OC(F)F)cc2)C1=O (stereo not drawn)	3	-2	0	-2	-3	-3	0	6
CCn1ncc(Br)c1C(=O)Nc1cc([N+](=O)[O-])ccc1C	23	10	5	-1	12	0	-2	-12
S=c1[nH]nc(CSc2nc3ccccc3s2)o1	4	0	1	4	-2	-6	-3	3
c1ccc2nc(-c3nccs3)ccc2c1	-137	-3	0	2	-4	-8	17	-32
COc1cc2[nH]c(=O)n(C3CCCCC3)c(=O)c2cc1OC	-55	-4	1	9	-7	1	5	-3
COC(C[C@@H](O)[C@H](C)[C@@H](O)COCc1ccccc1)OC	13	-4	0	4	-4	-1	0	-3
CCOc1cc(C(=O)CCC(=O)OCC(=O)Nc2ccc(F)cc2)ccc1O	5	0	2	5	4	-1	-6	3

# Next results follow.
smiles	SENP8 block-1	HKDC1 inhibitor	SENP1 FRET inh	SENP6 inh	PfG6PD inh	SENP8 block-2	SENP7 block	Apaf1 inhib
COc1ccc(C(=O)N2CCCCCCC2)cc1OC1CCN(C(C)C)CC1	8	-2	-5	-17	-13	-8	-8	3
CCOC(=O)C1CCCN(C(=O)c2cc(Nc3ccc(OC)cc3OC)nc3ccccc23)C1 (stereo not drawn)	4	2	2	4	9	1	2	21
O=C(CCS(=O)(=O)c1cccc2nonc12)Nc1ccc(Br)cc1	8	2	0	-2	15	6	0	4
CCOC(=O)Cc1csc(NC(=O)C(NC(=O)C2CCCCC2)C(C)C)n1 (stereo not drawn)	8	-4	-1	14	-7	0	-1	-21
CC[C@H](C)C(=O)O[C@H]1C[C@@H](C)C=C2C=C[C@H](C)[C@H](CC[C@@H]3C[C@@H](O)CC(=O)O3)[C@H]21	6&-1	-2&1	-3&-1	-8&0	25&21	3&5	10&-7	-1&18
CSc1ncccc1C(=O)OCC(=O)NC12CC3CC(CC(C3)C1)C2	12	-2	0	-18	9	-6	-5	15
N#Cc1ccc(OCC(=O)Nc2ccncc2)cc1	8	-4	1	-19	1	3	-3	0
CCNC(=S)N1CCc2cc(OC)c(OC)cc2C1COc1ccc(F)cc1 (stereo not drawn)	14	-5	2	-14	6	-6	-4	0
Cc1ccc(NC(=O)C2CCCN(S(=O)(=O)c3cccs3)C2)cc1 (stereo not drawn)	-2	-2	-2	7	33	-2	0	-12
Cc1ccc(N(C(=O)c2csnn2)C(C(=O)NC2CCCCC2)c2cccnc2)c(C)c1 (stereo not drawn)	6	-4	2	-4	-11	8	3	6
Cc1ccc(C(=O)O/N=C/c2ccc(N(C)C)cc2)cc1	-346	-4	6	-11	-4	-9	2	-14
COc1ccc(/C=C/c2cc(C(F)(F)F)[nH]c(=O)n2)cc1OC	-375	2	-46	7	-5	4	0	4
CCN(CC)CCn1c2c(c(SCC(=O)Nc3cc(C)ccc3C)nc1=O)CCC2	12	-8	-2	8	-1	-1	6	-2
O=C(c1ccc2c(c1)[nH]c(=S)n1c3ccccc3nc21)N1CCN(c2cccc(Cl)c2)CC1	-23	-1	-2	3	-5	1	11	-2
CCOC(=O)C1CCN(S(=O)(=O)c2ccc(C(C)(C)C)cc2)CC1	7	-8	0	-26	10	-8	-9	6
O=C(NCCOc1ccc(F)cc1)C1CCC(=O)N(CCCN2CCOCC2)C1 (stereo not drawn)	10	-4	-1	3	7	4	-1	-3
O=Cc1cccn1-c1sc2c(c1C(=O)O)CCCC2	18	4	0	1	-8	-3	-1	4
COC(C/C=C\C(=O)[C@H](C)OCc1ccccc1)OC	1	-1	-4	1	14	-3	6	1
CNc1cc(F)nc(F)n1	19	-9	-134	14	4	1	3	-3
COc1ccc2c(C(=O)c3ccc(C)cc3)n(CCCC(N)=O)[n+]([O-])c2c1	5	7	-5	-6	-10	5	-10	1
Cn1nc(N)c2c(-c3ccc(Cl)cc3)c(C#N)c(N)nc21	21	15	-2	11	-11	-1	-3	3
COc1ccc(NC(=O)c2cncn2-c2ccccc2)cc1	14	3	-2	-12	-18	2	-4	11
Nc1nc(-c2ccccc2)cc(C(F)(F)F)n1	-71	1	-1	-10	-8	-14	-8	-5
O=C(Nc1ccccc1C(=O)N1CCN(Cc2ccccc2)CC1)c1ccccc1	4	-7	-2	-17	-2	3	5	-95
CC(=O)c1ccc(OC(=O)CCc2nc3ccccc3s2)cc1	-2	-1	3	-2	48	-3	7	-2
Cc1ccccc1C(=O)c1ccccc1C(=O)c1ccccc1	11	-3	3	x	37	x	x	x
O=C(C[C@H]1C/C=C\CC[C@@H](Cc2ccc(F)cc2)C(=O)O[C@@H](c2ccccc2)CNC1=O)N[C@@H](CO)Cc1ccccc1	22	-7	0	-13	4	4	0	0
CC(=O)Nc1ccc(Nc2cc(C)nc3c(-c4ccc(Cl)cc4)c(C)nn23)cc1	-407	-4	1	-21	-4	-1	-1	11
COc1ccc(C)cc1NC(=O)c1ccoc1C	14	0	0	-22	13	-3	-7	7
CCC(=O)NC(=S)Nc1ccc(NC(=O)c2ccco2)c(Cl)c1	21	-19	1	-5	22	-5	0	0

# Carrying on:
smiles	SENP8 block-1	HKDC1 inhibitor	SENP1 FRET inh	SENP6 inh	PfG6PD inh	SENP8 block-2	SENP7 block	Apaf1 inhib
Cc1cc(N2CC(C(=O)O)CC2=O)ccc1Br (stereo not drawn)	17	-8	1	-15	-1	-10	-15	6
COc1ccc(CC(=O)Nc2ccc(S(=O)(=O)Nc3nc(C)cc(C)n3)cc2)cc1	0	-8	-1	2	-8	-4	7	-19
COc1ccc(C2CC(C(F)(F)F)n3nc(C(=O)NCCCn4ccnc4)cc3N2)cc1OC (stereo not drawn)	10	-3	3	-9	-7	-6	2	0
N#CCCn1cc(/C=C/C(=O)O)c(-c2ccc(F)cc2)n1	1	-11	2	-21	-9	-12	-7	9
O=C(/C=C/c1cccc([N+](=O)[O-])c1)OCC(=O)N1CCOCC1	12	-2	0	-6	0	2	-4	-3
O=C(CSC1=NCCS1)NC(c1ccccc1)c1ccccc1	11	-13	2	-3	12	0	6	-6
O=C(c1ccccc1)c1ccc2c(c1)OCCCO2	1	2	-3	44	7	28	62*	0
O=C(CSc1ccc(-c2cccs2)nn1)N1CCCCCC1	8	-6	1	-9	20	-6	-8	-14
COc1ccc(CCNc2nc(N3CCOCC3)nc(N3CCOCC3)n2)cc1OC	11	-6	1	3	4	2	16	-2
COCCSc1nnc(NC(=O)CS(=O)(=O)c2ccc(C)cc2)s1	-2	-3	0	-28	-18	14	0	7
COc1ccc(C(=O)N2CCN(Cc3ccc4c(c3)OCO4)CC2)cc1OC	-1	-5	0	-6	-5	11	-4	8
CCCc1[nH]nc2c1C(c1cc(OC)cc(OC)c1)C(C#N)=C(N)O2 (stereo not drawn)	4	-1	1	-19	-2	-2	-3	10
Cc1nn(-c2ccccc2)c(C)c1/C=N/NC(=O)c1ccc(F)cc1	-10	-5	-6	-19	-1	-4	-12	7
CCOC(=O)C(Sc1ncc(C#N)c(N)n1)C(C)C (stereo not drawn)	-77	-5	-74	-10	57	-6	5	-3
COCCCN(C(=O)c1ccco1)c1nc(-c2cc(OC)ccc2OC)cs1	21	-5	0	-10	3	-7	-7	5

# 5 compounds picked at random from those above:
smiles	SENP8 block-1	HKDC1 inhibitor	SENP1 FRET inh	SENP6 inh	PfG6PD inh	SENP8 block-2	SENP7 block	Apaf1 inhib
O=C(CSc1ccc(-c2cccs2)nn1)N1CCCCCC1	8	-6	1	-9	20	-6	-8	-14
COCCSc1nnc(NC(=O)CS(=O)(=O)c2ccc(C)cc2)s1	-2	-3	0	-28	-18	14	0	7
O=C(CSC1=NCCS1)NC(c1ccccc1)c1ccccc1	11	-13	2	-3	12	0	6	-6
COCCCN(C(=O)c1ccco1)c1nc(-c2cc(OC)ccc2OC)cs1	21	-5	0	-10	3	-7	-7	5
COc1ccc(C2CC(C(F)(F)F)n3nc(C(=O)NCCCn4ccnc4)cc3N2)cc1OC (stereo not drawn)	10	-3	3	-9	-7	-6	2	0
